Efa HMGR inh – E. faecalis class II HMG-CoA reductase inhibition. purified E. faecalis HMGR, NADPH absorbance 340 nm kinetic. inhibition, % at 10 µM. 190,000 compounds, 0.41% hits. AID 1066;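 active = inhibition above a set limit, the median over all tested compounds plus 3 SD, cut at about 9.5% in these data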;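 also: enzyme runs in reverse so mevalonate oxidation gives rising NADPH absorbance; 0% = complete reaction with DMSO and 100% = background rate lacking mevalonate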
DTT redox prof – compounds producing H2O2 with reducing agent – biochemical, NIH compound library profiling, artefact control for MLSCN library redox annotation, primary screen; DTT-dependent redox cycling H2O2, phenol red/HRP absorbance; 100% = 100 µM peroxide control, 0% = buffer; activation, % at 10 µM; 200,000 compounds, 0.03% hits; AID 878;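 active = activation of at least 50% relative to the plate's high and low controls in the primary single-dose screen; inactive = activation below 50%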;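 also: compound incubated with DTT at 0.8 mM final as the reducing agent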
PPARg SRC2 recr – promotes SRC-2 coactivator recruitment by human PPARgamma. PPARgamma LBD-SRC-2 recruitment, biochemical. activation, % at 8 µM. 200,000 compounds, 0.34% hits; in the data active = activation above about 22%;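 also: 0% = vehicle and 100% = reference agonist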
TR-FRET SRC-2 ct – TR-FRET artefact, counter-screen to PPARgamma/SRC-2 agonist assay; hits give high values; TR-FRET ratio at 8 µM; 200,000 compounds, 0.4% hits; in the data active = TR-FRET ratio above about 2000; also: inactives centre near 1500; reference of the scale not given here
S1P3 antag – S1P3 (human) receptor antagonism; Q99500; CHO S1P3 NFAT-BLA reporter, FRET fluorescence, antagonist mode; inhibition, % at 4.98 µM; 170,000 compounds, 0.27% hits;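 active = inhibition above the plate cutoff, the mean inhibition of test wells on that plate plus 3 SD, cut at about 28% in these data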;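 also: cells challenged with S1P at its EC80 of 0.8 µM; blue over green emission ratio from cleaved BLA substrate after 4 h stimulation; 0% = S1P-stimulated wells and 100% = unstimulated DMSO-only wells; some compounds past the cut are filed as inactive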
Target sequence (Q99500 whole entry, looked up): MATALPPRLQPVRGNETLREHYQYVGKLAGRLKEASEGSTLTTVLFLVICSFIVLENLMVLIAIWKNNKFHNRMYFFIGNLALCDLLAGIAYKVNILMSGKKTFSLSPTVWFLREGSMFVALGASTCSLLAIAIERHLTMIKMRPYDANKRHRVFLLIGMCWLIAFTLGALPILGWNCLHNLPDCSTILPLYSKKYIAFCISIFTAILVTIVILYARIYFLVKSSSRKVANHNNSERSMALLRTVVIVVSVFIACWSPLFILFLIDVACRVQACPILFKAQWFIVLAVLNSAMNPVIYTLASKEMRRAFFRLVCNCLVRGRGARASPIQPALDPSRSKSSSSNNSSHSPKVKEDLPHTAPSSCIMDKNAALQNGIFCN
PPARg SRC3 recr – promotes SRC-3 coactivator recruitment by human PPARgamma | P37231 | biochemical PPARgamma/SRC-3 coactivator recruitment assay | activation, % at 8 µM | 200,000 compounds, 0.26% hits | AID 731; in the data active = activation above about 23%;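 also: 0% = DMSO and 100% = reference agonist; some compounds past the cut are filed as inactive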
ROMK primary – modulates human ROMK potassium channel activity | 130,000 compounds, 2% hits | B-score at 10 µM | Tet-inducible ROMK, thallium flux fluorescence; actives lie on both sides | P48048 | AID 1918;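 active = signal ratio slope over the read window, or its plate-corrected B-score, at least 3 SD from the plate mean, either direction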;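 also: B-score of the F/F0 ratio slope over 7 to 12 s after thallium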
Target sequence (P48048 whole entry, looked up): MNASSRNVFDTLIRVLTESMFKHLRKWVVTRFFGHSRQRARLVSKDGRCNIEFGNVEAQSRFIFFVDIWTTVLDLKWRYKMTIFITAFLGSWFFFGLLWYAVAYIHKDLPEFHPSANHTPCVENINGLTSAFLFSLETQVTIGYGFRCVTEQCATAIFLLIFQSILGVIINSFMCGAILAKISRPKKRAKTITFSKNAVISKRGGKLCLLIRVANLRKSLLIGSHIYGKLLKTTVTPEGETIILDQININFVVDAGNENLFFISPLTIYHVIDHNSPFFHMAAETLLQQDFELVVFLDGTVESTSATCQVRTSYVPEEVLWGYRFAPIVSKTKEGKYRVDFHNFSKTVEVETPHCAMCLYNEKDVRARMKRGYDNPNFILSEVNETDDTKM
L major viab – Leishmania major promastigote growth inhibition; Leishmania major promastigotes, resazurin fluorescence viability; inhibition, % at 10 µM; 200,000 compounds, 9% hits; in the data active = inhibition above about 50%;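 also: promastigotes grown with compound for 44 hours at 28 °C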
PPARg SRC-1 ag – PPARgamma-driven SRC-1 recruitment agonism. P37231. PPARgamma-SRC-1 coactivator recruitment biochemical assay. activation, % at 8 µM. 200,000 compounds, 0.41% hits; in the data active = activation above about 19%;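 also: 0% = DMSO and 100% = reference agonist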
RAM inhibit – blocks the yeast RAM network; S. cerevisiae dse1pr::URA3 reporter, 5-FOA growth OD615, 2 d; analog-sensitive cbk1-as2 kinase mutant strain; inhibition, % at 50 µM; 190,000 compounds, 1.8% hits; AID 868;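 active = inhibition above a set limit, 3 SD over mean compound inhibition, cut at about 8.4% in these data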;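 also: 0% = DMSO-only wells with no growth and 100% = 10 µM 1-NA-PP1 full growth; inhibition rescues growth on 5-FOA so higher OD means more RAM inhibition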
bIAP inh – intestinal alkaline phosphatase (bovine) inhibition; purified bovine IAP, CDP-star luminescence, 30 min; inhibition, % at 20 µM; 190,000 tested, under 10 active;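 active = over 50% inhibition of intestinal alkaline phosphatase at 20 µM in the single-dose screen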
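System: Purified bovine intestinal alkaline phosphatase (IAP) enzyme | Input: IAP diluted 1/65,000,000 in the well | Also added: CDP-star chemiluminescent phosphatase substrate, 30 µM final | Dosing: 20 µM single dose | Times: Enzyme reaction for 30 min at room temperature | Detection: Luminescence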
Numbers without * were called inactive; . = no result given. Compounds as they come; about 13% have a hit in one of these screens.

SMILES	Efa HMGR inh	DTT redox prof	PPARg SRC2 recr	TR-FRET SRC-2 ct	S1P3 antag	PPARg SRC3 recr	ROMK primary	L major viab	PPARg SRC-1 ag	RAM inhibit	bIAP inh
Cc1ccc(S(=O)(=O)Nc2ccc(N3CCOCC3)cc2)cc1	-5	-0.6	0	1573	.	3	0.35	4	-1	1.1	6
CCCCOC(=O)N1CCOCCOCCN(C(=O)OCCCC)CCOCCOCC1	-5	2.7	2	1434	-6	-4	-0.74	-7	10	0.5	2
CO/N=C/c1ccc(Sc2ccccc2N)c([N+](=O)[O-])c1	-2	-4.8	14	1667	.	-1	.	4	9	0.1	29
O=[N+]([O-])c1cccc(-c2nnc(C34CC5CC(CC(C5)C3)C4)o2)c1	1	-0.3	5	1585	0	10	0.35	-8	12	0.8	26
CCN(CC)c1ccc(/C=N/n2c(C)cc(C)cc2=O)cc1	-4	1.2	5	1641	-12	0	0.41	2	12	0.3	3
O=C1C(Cl)=C(NCCCN2CCOCC2)C(=O)N1CCc1ccccc1	-7	1.2	3	1568	7	2	.	97*	9	0.5	2
Cc1ccc(NC(=O)c2cc3c(s2)CCC3)cc1S(=O)(=O)N1CCOCC1	-2	-0.4	6	1558	.	12	.	0	-2	5.0	0
CC1=NN(C(=O)c2csc(C)c2C)C(O)(C(F)(F)F)C1 (centres undefined)	-2	-0.7	4	1561	-2	5	.	4	11	0.6	-1
Cc1ccc(S(=O)(=O)Cn2nnnc2C(c2ccc(F)cc2)N2CCCCC2)cc1 (centres undefined)	0	2.5	1	1544	12	6	.	10	-3	0.1	6
COCCNC(=O)/C(C#N)=C/c1cn(CC(=O)NCc2ccco2)c2ccccc12	-12	-0.2	2	1804	2	2	-0.66	6	4	3.4	-8
Oc1ccc(C(=S)N2CCCCCC2)cc1	-2	2.0	-1	1494	.	-8	.	-3	0	0.8	3
Cc1ccc(CNCc2cccnc2)cc1	3	-1.7	8	1651	.	-1	.	93*	-3	1.5	14
C=CCN(CC=C)CCOc1ccccc1F	-2	-0.3	-3	1499	12	-3	.	31	-3	0.8	-1
COc1ccc(-c2nc(CCNC(=O)c3ccco3)cs2)cc1OC	-10	0.0	0	1496	13	-3	.	-4	1	-0.9	8
CCc1ccc2nc(NC(=O)c3ccc4c(=O)[nH]c(CN5CCOCC5)nc4c3)sc2c1	-5	2.0	-2	1564	-25	4	.	-8	0	4.4	-30
Cc1cc(C)c2nc(N3CCC(C(=O)NCc4ccccn4)CC3)sc2c1	-1	-0.9	2	1648	-14	2	-1	7	0	-0.6	-10
CCOC(=O)c1ccccc1NC(=O)CC(C)CC(=O)O (centres undefined)	4	-5.2	14	1447	-52	-1	1	6	-3	1.2	4
CCN1C(=O)C(O)(CC(=O)c2cccc(-n3cccc3)c2)c2ccccc21 (centres undefined)	0	-1.2	2	1621	-4	4	0.013	0	3	0.9	1
COC(=O)C1=C(N)Oc2cc(C)[nH]c(=O)c2C1c1ccncc1 (centres undefined)	2	-0.2	11	1792	.	5	0.45	-3	9	1.4	-2
CC(C)(C)CC(=O)Nc1ccc(S(=O)(=O)N2CCCC2)cc1	1	0.0	3	1677	9	1	-0.48	5	5	0.2	5
COc1cccc(C(=O)Nc2ccccc2F)c1	1	-0.6	-4	1255	-11	0	0.0093	-4	-9	-0.4	-14
CCS(=O)(=O)Nc1c(C(=O)O)[nH]c2ccccc12	-2	-2.6	-1	1598	4	-2	.	11	-6	3.2	13
O=C(COC(=O)c1cc(=O)[nH]c(=O)[nH]1)Nc1cccc(S(=O)(=O)N2CCCCC2)c1	-2	0.4	2	1602	-8	0	-0.35	-3	3	2.0	-7
O=C(OCC#CCSc1nnc(-c2ccc(Br)cc2)o1)c1ccco1	1	2.9	2	1681	-18	10	-2.1	3	8	10*	19
Cc1ccc(-n2nnnc2SCC(=O)NNC(=O)c2ccc([N+](=O)[O-])cc2)cc1	-3	-0.6	-1	1463	12	-1	-0.041	-7	1	5.6	-2
COc1ccc(N(CC(=O)N2CCCCC2)S(=O)(=O)c2ccccc2)c(OC)c1	-2	0.3	2	1627	-8	6	.	3	6	0.6	0
O=C(NC(Cc1ccccc1)C(=O)NC1CC1)OCc1ccccc1 (centres undefined)	-5	0.2	-3	1569	-9	0	-0.63	-5	4	3.9	8
CN(Cc1ccc(OCC(O)CN2CCCCC2)cc1)Cc1ccnc2ccccc12 (centres undefined)	-6	1.3	-5	1596	8	2	0.05	47	1	0.6	-12
Clc1ccc(OCCN2CCCCC2)c(Cl)c1	-7	0.1	2	1672	.	-4	-0.015	99*	7	0.5	13
Cc1ccc(NC(=O)COC(=O)c2ccccc2Nc2ccccc2)cc1	3	0.5	-1	1466	-12	0	0.56	27	-3	3.7	-17

Eleven compounds already listed, ordered by heavy-atom count, falling:
SMILES	Efa HMGR inh	DTT redox prof	PPARg SRC2 recr	TR-FRET SRC-2 ct	S1P3 antag	PPARg SRC3 recr	ROMK primary	L major viab	PPARg SRC-1 ag	RAM inhibit	bIAP inh
CCCCOC(=O)N1CCOCCOCCN(C(=O)OCCCC)CCOCCOCC1	-5	2.7	2	1434	-6	-4	-0.74	-7	10	0.5	2
O=C(COC(=O)c1cc(=O)[nH]c(=O)[nH]1)Nc1cccc(S(=O)(=O)N2CCCCC2)c1	-2	0.4	2	1602	-8	0	-0.35	-3	3	2.0	-7
Cc1cc(C)c2nc(N3CCC(C(=O)NCc4ccccn4)CC3)sc2c1	-1	-0.9	2	1648	-14	2	-1	7	0	-0.6	-10
COc1ccc(-c2nc(CCNC(=O)c3ccco3)cs2)cc1OC	-10	0.0	0	1496	13	-3	.	-4	1	-0.9	8
Cc1ccc(S(=O)(=O)Nc2ccc(N3CCOCC3)cc2)cc1	-5	-0.6	0	1573	.	3	0.35	4	-1	1.1	6
CC(C)(C)CC(=O)Nc1ccc(S(=O)(=O)N2CCCC2)cc1	1	0.0	3	1677	9	1	-0.48	5	5	0.2	5
CO/N=C/c1ccc(Sc2ccccc2N)c([N+](=O)[O-])c1	-2	-4.8	14	1667	.	-1	.	4	9	0.1	29
CC1=NN(C(=O)c2csc(C)c2C)C(O)(C(F)(F)F)C1 (centres undefined)	-2	-0.7	4	1561	-2	5	.	4	11	0.6	-1
CCS(=O)(=O)Nc1c(C(=O)O)[nH]c2ccccc12	-2	-2.6	-1	1598	4	-2	.	11	-6	3.2	13
Clc1ccc(OCCN2CCCCC2)c(Cl)c1	-7	0.1	2	1672	.	-4	-0.015	99*	7	0.5	13
Cc1ccc(CNCc2cccnc2)cc1	3	-1.7	8	1651	.	-1	.	93*	-3	1.5	14

Continued.
SMILES	Efa HMGR inh	DTT redox prof	PPARg SRC2 recr	TR-FRET SRC-2 ct	S1P3 antag	PPARg SRC3 recr	ROMK primary	L major viab	PPARg SRC-1 ag	RAM inhibit	bIAP inh
Cn1cccc1Cc1nnc(SCC(=O)Nc2ccc3c(c2)OCO3)n1-c1ccc(F)cc1	3	-2.5	-5	1567	-17	1	.	19	6	7.5	1
COC(=O)c1cc(CNC(=O)c2cccc(Cl)c2)ccc1OC	-5	0.3	-7	1380	-3	-6	.	7	1	-0.5	27
CCC1C(=NO)C(CC)C(c2ccccc2)NC1c1ccccc1 (centres undefined)	-6	-0.4	7	1717	20	-1	0.82	45	4	0.1	12
COc1cc2c(cc1OC)CC(=O)NC=C2	-2	-1.2	-8	1292	-3	0	-0.76	-1	-2	-0.2	-3
O=[n+]1c2c(n([O-])c3cc(Cl)ccc31)CCCC2	-1	2.2	11	1626	.	17	.	-7	10	0.1	2
O=C(CCN1CCN(Cc2ccccc2)CC1)Nc1ccccc1Cl	0	0.1	2	1577	-3	-5	-0.42	2	-2	1.3	6
CC(C)N(Cc1nc(-c2ccccc2)no1)C(=O)COc1ccccc1	-4	-0.8	5	1887	-27	3	.	0	-6	0.6	1
CN(C)Cc1c(O)c(Cl)cc2c3c(c(=O)oc12)CCCC3	-1	2.0	1	1466	.	-4	-0.6	16	3	-2.4	-7
CCCN1C(=O)/C(=C/c2ccc(C)s2)NC1=S	2	0.5	9	1412	.	10	5.5*	-2	-5	6.6	29
Cn1c(=NC(=O)c2cccc([N+](=O)[O-])c2)sc2ccccc21	-1	-0.5	1	1550	21	-1	0.59	-7	9	2.3	-1
Cc1cccc(NC(=O)CN2NS(=O)(=O)c3ccccc3C2=O)c1	-6	0.0	8	1599	.	10	0.99	-4	8	3.2	1
CC(C)c1ccc(-c2nc(N3CCOCC3)[nH]c(=O)c2C#N)cc1	4	2.5	-1	1317	18	-10	.	-4	-1	2.3	-8
COCc1[nH][nH]c(=O)c1C=Nc1ccc(C(F)(F)F)cc1	-5	-2.2	3	1663	-1	-1	-1.5	-1	5	-0.2	-10
CN(C)C(=O)Nc1ccccc1CC[N+](=O)[O-]	-3	-0.1	6	1699	-8	-1	0.21	-6	1	0.7	4
CCc1ccc2nc(Nc3ccc(OC)cc3OC)c(C#N)cc2c1	5	-0.7	-3	1535	-12	-1	.	3	0	4.6	16
CCOc1ccc(Cn2ccnc2)cc1[N+](=O)[O-]	-2	-0.4	3	1491	-9	6	0.52	1	8	-0.3	8
N#CC1=C(N)NC(=S)C(C(N)=O)C1c1ccc([N+](=O)[O-])cc1 (centres undefined)	1	1.0	6	1685	-31	0	.	0	4	0.5	13
CC(c1ccccc1)N1C(=O)C2C3C=CC(C4CC34)C2C1=O (centres undefined)	-5	-0.6	3	1574	-3	5	-0.66	6	8	1.0	7
COc1ccc(C2/C(=C(\O)c3ccc4c(c3)OCCO4)C(=O)C(=O)N2Cc2ccco2)c(OC)c1 (centres undefined)	-3	2.8	13	1516	.	8	.	-2	4	1.9	0
Cc1csc(NC(=O)C2CCCN(S(=O)(=O)c3cnc[nH]3)C2)n1 (centres undefined)	-10	-0.5	-12	1401	-6	-11	.	-7	2	-0.1	1
CC(C)C(NC(=O)CNC(=O)OC(C)(C)C)C(=O)NCc1ccccc1 (centres undefined)	-2	2.0	7	1678	3	6	.	-3	11	1.0	-4
CCCCN(C(=O)CSc1nnc(-c2ccc(OC)cc2)n1CC)c1c(N)n(Cc2ccccc2)c(=O)[nH]c1=O	-4	0.3	-4	1678	-2	0	0.17	34	-2	6.6	16
